Assay outcomes deposited in PubChem BioAssay by National Center for Advancing Translational Sciences (NCATS).
D2 antag = HTS Assay for Allosteric Antagonists of the Human D2 Dopamine Receptor: Primary Screen for Antagonists. HEK293 TREx D2 cells, calcium flux, dopamine EC80. hit rate 2% among 340,000. AID 485344, 2010. inhibition, % at 10 µM. D(2) dopamine receptor (Homo sapiens), P14416; in the data active means inhibition above about 30%; further: 0% is about no effect
Target sequence (P14416 whole entry, looked up): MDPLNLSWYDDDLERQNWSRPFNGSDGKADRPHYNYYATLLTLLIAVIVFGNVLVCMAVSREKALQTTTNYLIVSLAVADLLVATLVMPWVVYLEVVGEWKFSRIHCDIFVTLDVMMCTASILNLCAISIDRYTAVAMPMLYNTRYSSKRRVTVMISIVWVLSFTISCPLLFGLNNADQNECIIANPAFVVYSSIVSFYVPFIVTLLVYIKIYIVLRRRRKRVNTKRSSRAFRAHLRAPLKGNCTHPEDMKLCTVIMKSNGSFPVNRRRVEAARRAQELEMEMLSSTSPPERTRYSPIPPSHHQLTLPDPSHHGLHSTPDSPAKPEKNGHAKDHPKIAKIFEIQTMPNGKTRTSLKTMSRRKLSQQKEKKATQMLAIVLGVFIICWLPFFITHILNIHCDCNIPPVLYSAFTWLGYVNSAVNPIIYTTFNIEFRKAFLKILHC
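Calcium flux kinetic readout in an inducible HEK293 TREx D2 line plated overnight at 30 C. After 180 s compound exposure, an EC80 dopamine challenge follows with another 180 s kinetic read to detect antagonism.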
TRHR PAM = qHTS for Small Molecule Agonists and Allosteric Enhancers of Human TRH Receptor: Primary Screen for Enhancers. hit rate 0.66% among 360,000. enhancement, % at 2 µM. TRHR cells, fluo-8 calcium fluorescence, EC20 TRH enhancement. AID 493056, 2011. Thyrotropin-releasing hormone receptor (Homo sapiens), P34981; in the data active means enhancement above about 30%; further: 0% is about no effect
Target sequence (P34981 whole entry, looked up): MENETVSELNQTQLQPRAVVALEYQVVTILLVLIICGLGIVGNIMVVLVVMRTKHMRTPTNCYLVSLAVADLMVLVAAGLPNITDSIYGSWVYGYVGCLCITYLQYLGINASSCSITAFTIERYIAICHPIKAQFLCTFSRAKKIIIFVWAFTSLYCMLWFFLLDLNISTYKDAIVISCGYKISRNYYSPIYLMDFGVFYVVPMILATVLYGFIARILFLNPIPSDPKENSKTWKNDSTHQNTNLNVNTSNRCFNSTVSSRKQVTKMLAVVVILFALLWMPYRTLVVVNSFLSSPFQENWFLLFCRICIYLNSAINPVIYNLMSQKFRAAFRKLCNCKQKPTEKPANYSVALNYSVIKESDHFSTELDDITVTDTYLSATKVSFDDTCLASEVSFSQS
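Enhancer read-out: after compound pinning and an initial kinetic agonist-mode read, an EC20 of TRH (10 nM final) was injected and fluo-8 calcium signal (Ex 480/Em 530) followed at 1 s/cycle for 100 cycles in TRHR-expressing cells.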
RXFP1 antag = qHTS Assay for Antagonists of the Relaxin Receptor RXFP1; Relaxin receptor 1 (Homo sapiens), Q9HBX9; AID 1259400, 2018; HEK293-RXFP1, relaxin-stimulated cAMP HTRF, 30 min; stronger effect = lower value; activity change, negative = inhibition, % at 57.5 µM; hit rate 0.59% among 350,000;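 active means activity change of -60% or lower, but not beyond a set lower limit; inconclusive means change between -60% and -40%, or beyond the set limit; inactive means change above -40%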; further: on the % scale 0 is the no-effect control and ±100 the full control effect
RXFP1 ag = qHTS Assay for Agonists of the Relaxin Receptor RXFP1 | Relaxin receptor 1 (Homo sapiens), Q9HBX9 | HEK293T-RXFP1 cAMP TR-FRET, 30 min; response scale: percent of porcine relaxin response, buffer zero | Potency, µM (series often up to 57.5 µM), inactives show at the highest dose activation, most hits filed as activators | hit rate 0.3% among 370,000; active means well fitted activation curve with a large enough effect; inconclusive means small, poorly fitted or top-dose-only effect; further: potency means the concentration at half of the fitted maximal effect; on the % scale 0 is the no-effect control and ±100 the full control effect; nearly all actives have a fitted effect of over 60% in size; many of its hits are not listed in these tables
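Agonist response is measured as cAMP accumulation in an RXFP1-transfected HEK293T line under PDE4 inhibition. Values are scaled between buffer-only and 29 nM porcine relaxin, and EC50s come from standard Hill equation fits.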
D1 agonist = Allosteric Agonists of the Human D1 Dopamine Receptor: qHTS; D(1A) dopamine receptor (Homo sapiens), P21728; HEK293 T-REx D1 cells, calcium flux, agonist mode; activation, % at 2 µM; hit rate 1% among 360,000; in the data active means activation above about 30%; further: 0% is about no effect
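Inducible HEK293 T-REx D1 cells, force-coupled to calcium signalling, were plated at 4000 cells/well with tetracycline and held overnight at 30 C. After no-wash calcium dye loading, compound-evoked calcium rise over 180 s flagged agonists.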
D1 antagonist = Antagonist of Human D 1 Dopamine Receptor: qHTS; AID 504652, 2011; D(1A) dopamine receptor (Homo sapiens), P21728; HEK293 TREx D1 cells, calcium flux, dopamine EC80; stronger effect = lower value; hit rate 3.2% among 360,000; activity change, negative = inhibition, % at 10 µM; in the data active means activity change below about -30%; further: on the % scale 0 is the no-effect control and ±100 the full control effect
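Using tetracycline-induced force-coupled D1 Hek293 cells and a calcium dye, signals were followed for 180 s after compound, then for 180 s after EC80 dopamine, to detect inhibitors.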
D2 ag = HTS Assay for Allosteric Agonists of the Human D2 Dopamine Receptor: Primary Screen for Agonists. activation, % at 2 µM. AID 485358, 2010. hit rate 0.53% among 340,000. HEK293 T-REx D2 cells, calcium flux agonist mode;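 active means activation over 3 SD above normal in the single-dose calcium agonist read, cut at about 30% in these data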; further: 0% is about no effect
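Tetracycline-induced HEK293 T-REx cells with force-coupled D2 receptor, plated overnight at 30 C, loaded with no-wash calcium dye. After a 10 s baseline, compound was pin-added and calcium flux read kinetically for 180 s; calcium rises flagged agonists.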
D2 potentiator = HTS Assay for Positive Allosteric Modulators of the Human D2 Dopamine Receptor: Primary Screen for Potentiators. D(2) dopamine receptor (Homo sapiens), P14416. AID 485347, 2010. potentiation, % at 10 µM. HEK293 T-REx D2, calcium flux, EC20 dopamine potentiation. hit rate 0.34% among 340,000;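 active means potentiation over 3 SD above the plate norm, cut at about 30% in these data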; further: 0% is about no effect
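Tetracycline-induced Hek293 Trex D2 cells, force-coupled to calcium, loaded with no-wash calcium dye. Compound added with 180 s kinetic read for agonism, then EC20 dopamine and a further 180 s read for potentiation.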
D1 PAM = Potentiators of Human D1 Dopamine Receptor: qHTS; HEK293 TREx D1 cells, calcium flux, dopamine EC20 potentiation; potentiation, % at 10 µM; hit rate 0.036% among 360,000; in the data active means potentiation above about 30%; further: 0% is about no effect
* hit, by the source's call; ? = inconclusive; / = no result given.

Compound | D2 antag | TRHR PAM | RXFP1 antag | RXFP1 ag | D1 agonist | D1 antagonist | D2 ag | D2 potentiator | D1 PAM
CCN(CC)C(=O)c1ccc(NC(=O)CSc2nnnn2-c2cc(OC)ccc2OC)cc1 | -11.5 | 2.9 | 14.0 | 0.7% | 4.2 | -14.9 | -0.1 | 11.7 | -7.8
CC(C)Oc1cccc(C(=O)C2CCCN(C3CCOCC3)C2)c1 (stereo unspecified) | -17.4 | 5.9 | 1.8 | 1.5% | -0.3 | -26.6 | 0.5 | 1.9 | -0.5
CCN1C(=O)C(=C2C=C(C)OC(C)=C2)C(=O)N(CC)C1=S | -0.1 | 5.5 | 0.7 | ? | 1.9 | -6.6 | 4.9 | 6.5 | -3.5
Cc1cc(OCCCC(=O)NCc2cccs2)ccc1Cl | 17.7 | 2.2 | -14.5 | -0.4% | 3.8 | -16.1 | -0.8 | -2.4 | -0.6
CC12CN3CC(C)(CN(C1)C3c1cccs1)C2 (stereo unspecified) | -7.0 | -5.1 | 0.8 | 0.2% | 2.0 | -5.2 | 0.6 | 1.5 | -2.4
CC12CN3C(O)C(C)(C1)CC(C)(C2)C3O (stereo unspecified) | -9.3 | -1.8 | -10.3 | 1.2% | 2.1 | 18.7 | 0.5 | 2.2 | -0.2
O=C(C[N+]12CCC(CC1)C(CO)C2)c1ccc(Br)cc1 (stereo unspecified) | -14.9 | 4.3 | -13.0 | 0.0% | 2.2 | 12.5 | 0.3 | -8.3 | 0.6
Cc1ccc(NC2=NCCCS2)cc1Cl | 1.2 | 9.1 | 6.0 | 0.0% | 4.9 | 1.1 | -0.4 | 0.9 | -3.4
COC(=O)C(O)(c1ccc(N=Cc2ccccc2O)c(C)c1)C(F)(F)F (stereo unspecified) | -0.4 | 9.5 | -7.7 | 0.7% | 1.2 | -14.8 | 1.3 | 5.7 | -1.0
COc1cc(Br)c(CNCCc2ccc3c(c2)OCO3)cc1OC | -2.7 | -2.7 | -1.0 | 0.7% | 3.1 | -5.7 | 1.1 | -7.5 | -6.0
O=c1[nH]c(=S)n(-c2cccc(Cl)c2)c(O)c1C=NCCN1CCNCC1 | -12.3 | 4.7 | 5.6 | 0.6% | 0.6 | 1.5 | -0.1 | 4.3 | -4.3
CCCCCn1c(=O)c(C(=O)Nc2ccccc2S(N)(=O)=O)c(O)c2ccccc21 | 4.4 | -4.8 | -26.6 | 3.5% | 2.1 | 2.5 | -0.2 | 10.6 | -0.4
O=C(NC(=O)c1c(F)cccc1F)Nc1cc(Cl)c(F)c(Cl)c1F | / | -2.2 | 3.0 | -0.8% | 0.4 | 3.4 | / | / | -4.2
O=[N+]([O-])c1cc2c(cc1CNCCc1ccc3c(c1)OCO3)OCO2 | 3.5 | -6.7 | -8.5 | -1.9% | 7.0 | -9.6 | 25.4 | -15.2 | -5.8
Cc1nc2ccccc2c(=O)n1-c1cc(F)ccc1F | / | -3.5 | -17.3 | 3.5% | 3.6 | 1.1 | / | / | -3.1
CN(C)C(=O)Oc1ccc2ccccc2c1Cl | -15.3 | -6.8 | 1.9 | -0.9% | 0.2 | 1.9 | 0.1 | -5.5 | 1.0
Nc1ccc([As](=O)(O)O)cc1 | -1.9 | 12.1 | -8.9 | 0.3% | 1.9 | 2.6 | -4.6 | 3.2 | -3.6
Cc1cccc(Cn2cccc(C(=O)Nc3ccc(F)cc3F)c2=O)c1 | / | 6.1 | / | 15.3% | 2.7 | / | 1.3 | 12.1 | 1.4
CCN(CC)CCN=Cc1c(O)n(CCC2=CCCCC2)c(=O)[nH]c1=O | -1.7 | -3.1 | -1.5 | 1.4% | 4.3 | 4.2 | 0.0 | 12.6 | -6.8
CC12CC[C@H]3[C@@H](CCC4(O)C[C@H](O)CCC34/C=N/NC(=O)c3ccccc3O)C1(O)CCC2C1=CC(=O)OC1 (stereo partly specified) | -7.6 | -0.1 | -35.9 | -2.6% | 3.1 | 7.6 | 0.4 | -1.8 | -3.9
C[C@H]1OC[C@@H](C[N+](C)(C)C)O1 | 13.4 | -1.9 | / | 6.5% | 47.0* | 18.9 | 40.4* | -6.3 | -3.0
CC(=NCCO)c1c(O)n(C)c(=O)n(C)c1=O | -6.8 | -3.3 | -0.4 | 2.6% | 3.9 | -6.4 | 0.1 | -9.5 | -4.0
Oc1cccc(/C=N/NP(=S)(c2ccccc2)c2ccccc2)c1 | 0.3 | 0.4 | -2.1 | -3.4% | 1.4 | -5.5 | -1.5 | -3.3 | -3.4
O=c1[nH]c(=O)n(C2CCCCCC2)c(O)c1C=NCc1cccnc1 | -0.5 | -0.5 | -2.2 | 3.3% | 4.5 | -6.5 | 1.3 | -2.0 | -3.4

No new results follow: an excerpt of the list.
Compound | D2 antag | TRHR PAM | RXFP1 antag | RXFP1 ag | D1 agonist | D1 antagonist | D2 ag | D2 potentiator | D1 PAM
CCN(CC)CCN=Cc1c(O)n(CCC2=CCCCC2)c(=O)[nH]c1=O | -1.7 | -3.1 | -1.5 | 1.4% | 4.3 | 4.2 | 0.0 | 12.6 | -6.8
CC12CC[C@H]3[C@@H](CCC4(O)C[C@H](O)CCC34/C=N/NC(=O)c3ccccc3O)C1(O)CCC2C1=CC(=O)OC1 (stereo partly specified) | -7.6 | -0.1 | -35.9 | -2.6% | 3.1 | 7.6 | 0.4 | -1.8 | -3.9
C[C@H]1OC[C@@H](C[N+](C)(C)C)O1 | 13.4 | -1.9 | / | 6.5% | 47.0* | 18.9 | 40.4* | -6.3 | -3.0
CC(=NCCO)c1c(O)n(C)c(=O)n(C)c1=O | -6.8 | -3.3 | -0.4 | 2.6% | 3.9 | -6.4 | 0.1 | -9.5 | -4.0

More records follow:
Compound | D2 antag | TRHR PAM | RXFP1 antag | RXFP1 ag | D1 agonist | D1 antagonist | D2 ag | D2 potentiator | D1 PAM
O=C(Cc1ccccc1)N1CCN(CC2CC3C=CC2C3)CC1 (stereo unspecified) | 6.2 | 0.6 | -9.2 | 0.0% | 0.3 | 4.7 | -1.9 | -16.3 | 7.2
Cc1cccc(NC(N)=S)c1 | 1.3 | -5.6 | 8.5 | -0.2% | 1.1 | 4.4 | 0.1 | -9.8 | 5.6
CCOC(=O)c1cc(CC)sc1/N=C/C1C(=O)NC(=S)NC1=O | -6.4 | 33.0* | -3.9 | 15.8% | 1.1 | 0.6 | 0.1 | -0.2 | 0.6
CC1(C)OC(c2ccccc2)=C/C(=C/C=C2C(=O)NC(=S)NC2=O)O1 | 63.0* | -9.2 | -3.6 | 7.6% | 25.2 | 12.6 | 9.3 | 1.1 | 7.7
O=C1c2ccccc2C(=O)N1Cc1nc2ccccc2c(=O)n1-c1ccccn1 | 31.2* | -7.1 | -7.5 | -0.7% | 3.6 | 12.0 | 0.5 | 5.3 | 1.2
COc1ccc(C(=O)C2CCCN(Cc3cnc(C)s3)C2)c(OC)c1 (stereo unspecified) | -9.2 | -4.4 | -21.3 | 1.2% | 0.8 | -21.5 | 0.5 | 2.1 | 3.7
CCCC12CN3CC(C)(CN(C1)C3c1ccccn1)C2=O (stereo unspecified) | / | 6.5 | -7.7 | 2.8% | 0.7 | -1.5 | 0.4 | 6.0 | 3.4
CNCCc1ccccc1 | -0.9 | -1.2 | / | 0.0% | 2.5 | -4.4 | 14.2 | -1.9 | -2.0
c1ccc(NC2=NCCS2)cc1 | -4.4 | 4.6 | 9.8 | 1.8% | 3.3 | 3.8 | -0.7 | 1.2 | -8.1
C=CCN(c1ccc(C(=O)N(CC)CC)cc1)S(C)(=O)=O | 11.5 | -3.3 | -10.0 | 0.6% | 0.0 | -20.3 | 0.0 | -7.0 | -6.7
Cc1cc(OCC(=O)N2CCC(C(=O)O)(c3ccccc3)CC2)c2c(C)c(C)c(=O)oc2c1 | -3.6 | 7.4 | / | 5.3% | 1.8 | -24.4 | -0.2 | -3.3 | -3.0
O=C1NC(=O)N(Cc2ccc(F)cc2)C(=O)/C1=C\c1ccc(N2CCCC2)cc1 | -11.7 | 3.5 | -16.0 | 1.6% | 1.9 | -18.6 | 1.2 | 6.7 | 0.6
CC(=O)OC1N=C(c2ccccc2)c2cc(Br)ccc2NC1=O (stereo unspecified) | / | 0.3 | 9.7 | 1.2% | -0.3 | 18.6 | / | / | -2.6
CCc1ccc(CN2CCN(C(=O)Cc3ccccc3)CC2)cc1 | -2.1 | -0.7 | -15.8 | 1.2% | 4.8 | 4.6 | -0.1 | -1.4 | 11.8
Cc1ccc(C2=NCC(=O)N(CC(=O)N3CCCCC3)c3sc(C)c(C)c32)cc1 | 12.3 | 30.0* | -3.0 | 1.8% | -1.6 | -9.8 | 0.0 | -7.2 | 0.8
O=C(Nc1ccccc1)OC1CN=C(N[N+](=O)[O-])NC1 (stereo unspecified) | 4.7 | 2.6 | -20.9 | -0.9% | 3.7 | -21.9 | 0.0 | 8.3 | -2.8
CN(C)C(=O)Oc1ccc(C(=O)c2ccccc2)cc1 | 10.1 | -12.2 | -3.3 | -1.8% | 0.5 | -3.8 | 0.6 | -2.1 | -7.5
O=c1c2ccccc2nc(-c2ccco2)n1-c1ccccc1 | -15.1 | -10.6 | 6.4 | -3.9% | 4.5 | -4.9 | 0.2 | -3.3 | -4.8
O=C1NC(c2cc3ccccc3nc2Cl)Nc2ccccc21 (stereo unspecified) | -1.4 | -3.4 | -9.0 | 4.3% | 4.8 | 3.4 | 1.0 | -0.1 | -3.1
CCc1ccccc1N1C(=O)CC(=O)NC1=O | 4.1 | 2.7 | -9.5 | 3.4% | 1.9 | -8.1 | 0.3 | -0.6 | -4.7
c1ccc2c(CN3CCCCC3)c[nH]c2c1 | -9.2 | 5.5 | -10.7 | -2.1% | 4.1 | 0.2 | 1.6 | -11.1 | -13.1
COC(=O)C1=C(c2ccc(C(C)=O)cc2)C[C@@H]2CC[C@H]1N2C(=O)NCCOc1ccccc1Cl | 0.2 | -2.9 | / | 3.1% | 1.8 | / | -0.8 | -3.1 | -1.6
CCC1CN(C)CCC1(OC(C)=O)c1ccccc1 (stereo unspecified) | -3.2 | -3.0 | 1.0 | 0.6% | 0.3 | 4.9 | 5.5 | 7.4 | -10.7

An excerpt. The share of hits here may be higher or lower than overall.
